Bioassay records: PubChem, several laboratories
HPDE-C7 viability – cytotoxicity in HPDE-C7 cells, cell-based, fluorescence, HTS (AID 430); 1.8% of 63,000 active; cytotoxicity, % at 10 µM, or EC50 in µM where a hit was titrated; HPDE-C7 pancreatic duct cells viability, fluorescence; higher % means a stronger effect;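 also: cells exposed to compound for 48 hours before viability readout; 0% = vehicle and 100% = reference cytotoxic drug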
KRASV12 cytotoxicity – cytotoxicity in KRAS-transformed pancreatic duct cells, primary screen, cell-based, fluorescence, HTS (AID 431). 1.7% of 63,000 active. HPDE-C7K KRASV12 cells, Alamar Blue viability, 48 h; higher % means a stronger effect. cytotoxicity, % at 10 µM; hits with a dose series show EC50 in µM;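 active = compounds whose percent cytotoxicity in the single-dose primary screen, scaled between solvent and toxic-drug controls, exceeds 50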;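 also: 0% = DMSO solvent wells and 100% = doxorubicin-treated wells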
HT1080 viability – HT1080 cell viability loss – fluorescence readout (AID 620); 0.42% of 87,000 active; one-dose cytotoxicity, % at 10 µM; EC50 in µM for titrated hits; HT1080 viability, fluorescence; higher % means a stronger effect;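 also: cells exposed to compound overnight then 4 h with Alamar Blue; 0% = vehicle DMSO and 100% = killing control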
MK inhibit – inhibitors of Streptococcus pneumoniae mevalonate kinase. purified MK, PK/LDH-coupled NADH absorbance 340 nm. inhibition, % at 10 µM. 0.48% of 65,000 active. AID 555;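 active = ranked among the strongest by inhibition in the single 10 µM screen, a fixed top-ranked set picked for dose follow-up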; also: no value below 0 was filed
PMK inhibit – inhibitors of Streptococcus pneumoniae phosphomevalonate kinase; purified PMK, PK/LDH-coupled NADH absorbance 340 nm; inhibition, % at 10 µM; 0.49% of 65,000 active; AID 539;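 active = top-ranked compounds by inhibition in the single 10 µM screen, taking a fixed number of the strongest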;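 also: 0% = full reaction with DMSO carrier and 100% = background rate without enzyme reaction; no value below 0 was filed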
LYP phosphatase – inhibition of human PTPN22 tyrosine phosphatase – biochemical, DiFMUP fluorescence, recombinant catalytic domain, 10 µM, primary screen (AID 606); recombinant LYP catalytic domain, DiFMUP fluorescence; higher % means a stronger effect; inhibition, % at 10 µM, or IC50 in µM where a hit was titrated; 52,000 tested, under 10 active;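 active = IC50 under 40 µM in the dose-response test; inactive = IC50 of 40 µM or more, or never dose-tested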
Bfl-1 displacement – displacement of Bid BH3 peptide from Bfl-1 – biochemical, fluorescence polarization, FITC-Bid, mouse, primary screen (AID 432); 0.02% of 64,000 active; displacement, % at 20 µM, or IC50 in µM where a hit was titrated; FITC-Bid BH3 peptide fluorescence polarization displacement; higher % means a stronger effect; in the data active = a potency from the dose series; inactive = the rest, 99 in 100 with displacement below about 15%; also: strong numbers were not always called active
Alkaline phosphatase – inhibition of tissue-nonspecific alkaline phosphatase – biochemical, luminescent (AID 518); inhibition, % at 20 µM, or IC50 in µM where a hit was titrated; purified TNAP enzyme, luminescent substrate readout; higher % means a stronger effect; 0.09% of 64,000 active; in the data active = a potency from the dose series; inactive = the rest, 99 in 100 with inhibition below about 22%;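 also: plate controls were vehicle for no effect and reference inhibitor for full effect; many of its hits are not listed in these tables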
Spn DPM-DC inh – inhibitors of Streptococcus pneumoniae diphosphomevalonate decarboxylase | purified DPM-DC, PK/LDH coupled NADH fluorescence | calls only at 10 µM | 0.49% of 65,000 active;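 active = the 320 compounds with the highest percent inhibition in the single-dose primary screen, excluding strongly autofluorescent ones, cut at about 32% in these data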;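 also: kinetic rate of NADH fluorescence loss reporting ADP formed by the decarboxylase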
PMK inhibit pilot replicates – recorded beside PMK inhibit, whose call it bears; inhibition, %; measured here: pilot screen replicates
MK inhibit pilot replicates – recorded beside MK inhibit, whose call it bears; inhibition, %; measured here: pilot screen replicates
Spn DPM-DC inh pilot screen % – further read-out of Spn DPM-DC inh, marked with its call; inhibition, %; measured here: pilot screen trials
* = called active by the depositor; i = inactive; . = not tested or not shown. Rule as the data show it, unless noted: active = cytotoxicity above about 50%; inactive = the rest. Random draw from the library (roughly 3.4% active in at least one column).

SMILES	HPDE-C7 viability	KRASV12 cytotoxicity	HT1080 viability	MK inhibit	PMK inhibit	LYP phosphatase	Bfl-1 displacement	Alkaline phosphatase	Spn DPM-DC inh	others
COc1ccc(S(=O)(=O)NCc2ccco2)cc1-c1nnc2c3ccccc3c(C)nn12	-4.3%	0.7%	3.3%	5.0	1.0	1.3%	-1.0%	28.7%	i	PMK inhibit pilot replicates=3.0;MK inhibit pilot replicates=1.5;Spn DPM-DC inh pilot screen %=2.0
Cc1ccc(NC(=O)N(C2=NCC(C)S2)c2ccccc2)cc1 (stereo not given)	.	.	0.8%	4.0	8.0	6.5%	.	.	i
COc1ccc(S(=O)(=O)Nc2ccc3c(c2)OCCO3)cc1Cl	25.3%	29.0%	-6.9%	10.0	7.0	.	-5.7%	-1.7%	i
CCc1c(C#N)c(N)nc(SCC(=O)OCc2ccccc2)c1C#N	-4.8%	-8.2%	-2.5%	8.0	0.0	.	-4.2%	11.7%	i
COC(=O)CSc1nnc([C@H](Cc2ccccc2)NC(=O)OC(C)(C)C)o1	5.4%	5.2%	10.8%	6.0	15.0	-2.5%	-1.1%	7.1%	i
Cc1ccccc1NC(=O)CSc1nc(Nc2ccccc2)nc(N2CCOCC2)n1	-2.1%	-12.9%	1.8%	8.0	0.0	6.8%	-1.8%	9.7%	i
CCn1c(CCNC(=O)c2cccs2)nnc1SCC(=O)NC1CCCCC1	-5.1%	-29.3%	3.2%	16.0	9.0	6.2%	-2.1%	13.3%	i
Cc1cc(C)n2nc[n+](C)c2n1	-1.1%	3.4%	0.3%	0.0	12.0	10.9%	-1.6%	14.7%	i	PMK inhibit pilot replicates=0.5;MK inhibit pilot replicates=3.0;Spn DPM-DC inh pilot screen %=0.0
CCc1cc(C(=O)COc2ccccc2F)c(O)cc1O	5.5%	-13.8%	-6.4%	6.0	2.0	-1.9%	6.3%	6.0%	i
CS(=O)(=O)Cc1nc2ccccc2oc1=O	-7.0%	4.4%	6.2%	7.0	3.0	.	-5.8%	3.9%	i
CC1(C)CC(N2CCN(c3ccccc3)CC2)=CC(=[N+]2CCCC2)C1	44.4%	22.5%	-12.6%	7.0	0.0	.	1.4%	1.8%	i
CN(Cc1ccccc1)C(=O)c1ccccc1NC(=O)c1ccco1	16.8%	10.0%	5.8%	11.0	6.0	14.6%	-5.4%	11.0%	i	PMK inhibit pilot replicates=0.0;MK inhibit pilot replicates=0.0;Spn DPM-DC inh pilot screen %=0.0
O=C(O)C12CC3CC(C1)CC(n1cnc(Cl)n1)(C3)C2	-3.5%	6.1%	-12.5%	0.0	18.0	-1.6%	-6.0%	14.3%	i
OC(COc1ccc2c(c1)OCO2)CN1CCc2ccccc2C1 (stereo not given)	-4.9%	-21.2%	9.2%	2.0	20.0	-3.8%	-11.2%	1.6%	i
O=S(=O)(c1cccc(F)c1)N1CCN(Cc2ccc3c(c2)OCO3)CC1	-0.2%	-6.1%	.	6.0	15.0	-5.7%	-5.2%	4.1%	i
Cc1cc(C)c(NC(=O)CCCOC(=O)C2=COCCO2)c(C)c1	-17.1%	-14.8%	-1.5%	4.0	10.0	9.1%	-7.5%	6.2%	i
Cc1cccc(NC(=O)CCNS(=O)(=O)c2cccc3nsnc23)c1	-9.4%	3.7%	-2.6%	12.0	3.0	7.2%	2.2%	7.0%	i
CCN(CC(=O)Nc1ccccc1C(=O)OC)S(=O)(=O)c1ccc(OC)cc1	1.1%	-11.1%	-2.9%	2.0	8.0	-3.1%	-2.0%	-4.3%	i
Oc1ccccc1-c1nc(NCc2ccco2)c2ccccc2n1	0.8%	5.3%	37.9%	10.0	0.0	-3.6%	6.2%	14.7%	i
O=C(NCCSc1ccccc1)c1ccco1	-7.7%	-3.9%	5.6%	7.0	7.0	10.0%	0.3%	8.8%	i
COc1ccc(N(CC(=O)NCc2ccc3c(c2)OCO3)S(=O)(=O)c2c(C)nn(C)c2C)cc1	-14.1%	-3.4%	0.4%	7.0	12.0	.	5.0%	1.8%	i
CCN(CC)S(=O)(=O)c1cccc(-c2nnc(SCC(=O)NC)n2CCc2ccccc2)c1	1.9%	-3.0%	-0.4%	0.0	20.0	9.2%	-1.9%	7.2%	i
Cc1nc2c(o1)CCc1ccccc1C2N1CCN(C)CC1 (stereo not given)	-16.4%	-11.3%	-7.2%	1.0	5.0	1.8%	-13.4%	1.4%	i
COc1cc(OC)cc(C(=O)Nc2ccc(-n3cnnn3)c(C)c2)c1	-13.3%	-3.7%	1.9%	0.0	10.0	.	-6.3%	4.4%	i
CC(NC(=O)c1cccc(F)c1)C(c1cccs1)N1CCN(C)CC1 (stereo not given)	2.6%	0.8%	-0.7%	0.0	19.0	3.4%	-3.0%	10.8%	i

By substructure, the compounds so far containing a thiophene ring, fused or not (2)
SMILES	HPDE-C7 viability	KRASV12 cytotoxicity	HT1080 viability	MK inhibit	PMK inhibit	LYP phosphatase	Bfl-1 displacement	Alkaline phosphatase	Spn DPM-DC inh	others
CCn1c(CCNC(=O)c2cccs2)nnc1SCC(=O)NC1CCCCC1	-5.1%	-29.3%	3.2%	16.0	9.0	6.2%	-2.1%	13.3%	i
CC(NC(=O)c1cccc(F)c1)C(c1cccs1)N1CCN(C)CC1 (stereo not given)	2.6%	0.8%	-0.7%	0.0	19.0	3.4%	-3.0%	10.8%	i

New compounds follow.
SMILES	HPDE-C7 viability	KRASV12 cytotoxicity	HT1080 viability	MK inhibit	PMK inhibit	LYP phosphatase	Bfl-1 displacement	Alkaline phosphatase	Spn DPM-DC inh	others
O=C(CSc1nnc(Cc2ccccc2)o1)NC1CCCCC1	-4.0%	-5.5%	-3.4%	4.0	0.0	2.3%	2.8%	6.4%	i
COc1ccc(OC)c2[nH]c(=O)c(CCNS(=O)(=O)c3ccc(Cl)cc3)cc12	3.2%	-3.0%	10.2%	12.0	22.0	11.9%	-9.3%	9.1%	i
COCC(=O)N(Cc1cc2ccc(C)cc2[nH]c1=O)c1ccc(OC)cc1	-29.8%	-9.2%	-5.9%	5.0	4.0	10.8%	-10.2%	9.1%	i
CCCNC(=O)c1c(N)n(-c2cc(OC)cc(OC)c2)c2nc3ccccc3nc12	10.6%	5.3%	9.2%	2.0	17.0	-2.0%	-2.8%	-10.5%	.	PMK inhibit pilot replicates=0.5;MK inhibit pilot replicates=0.0
CCOC(=O)N1CCN(C(=O)c2ccc(CS(=O)(=O)c3c(Cl)cccc3Cl)o2)CC1	0.4%	3.1%	.	0.0	4.0	.	-9.3%	16.7%	i	PMK inhibit pilot replicates=4.5;MK inhibit pilot replicates=1.5;Spn DPM-DC inh pilot screen %=0.5
O=C(COC(=O)C1CC2C=CC1C2)Nc1ccc2c(c1)OC(F)(F)O2 (stereo not given)	2.3%	1.8%	3.3%	4.0	0.0	9.8%	-3.5%	8.2%	i	PMK inhibit pilot replicates=4.0;MK inhibit pilot replicates=0.5;Spn DPM-DC inh pilot screen %=0.0
Cc1c(C(=O)N2CCOCC2)[nH]c2ccc(OCc3ccccc3)cc12	-2.7%	-2.0%	.	17.0	0.0	-1.1%	-2.6%	-0.3%	i
C=CCSc1nnc(NC(=O)CSc2nc(CCC)cc(=O)[nH]2)s1	-20.7%	-10.2%	-8.6%	9.0	2.0	12.6%	-6.0%	-3.6%	i
COC(=O)c1ccc(CSc2nncn2C)cc1	-4.3%	-9.7%	-3.8%	9.0	3.0	3.3%	2.1%	7.3%	i
NS(=O)(=O)c1ccc(CNC(=O)C2CCCCC2)cc1	-11.4%	-12.1%	-1.1%	7.0	7.0	0.7%	-9.1%	4.2%	i
c1ccc(-c2onc3cc4c(cc23)OCCO4)cc1	12.0%	25.6%	-2.0%	16.0	0.0	-4.4%	-3.6%	8.2%	i
CC1=C(C)[N+](=O)C2CCCCC2N1[O-] (stereo not given)	-4.3%	-7.5%	-5.4%	0.0	0.0	-9.6%	-12.5%	13.1%	i	PMK inhibit pilot replicates=1.5;MK inhibit pilot replicates=0.0;Spn DPM-DC inh pilot screen %=0.0
COc1ccc(N2CCN(C3CC(=O)N(C)C3=O)CC2)cc1 (stereo not given)	6.6%	3.9%	-12.2%	6.0	13.0	1.2%	-4.4%	3.2%	i
CC(=O)C1=C(C)NC(=O)NC1c1cc(Br)ccc1OCC(N)=O (stereo not given)	-2.8%	5.2%	2.2%	4.0	12.0	3.1%	-3.9%	9.6%	i
CN1Cc2c(N3CCOCC3)nc(SCc3ccccc3)c(C#N)c2CC1(C)C	51.3%*	46.9%	28.3%	7.0	0.0	12.3%	-8.6%	9.1%	i
CCCNc1ncnc2nc[nH]c12	-12.1%	0.4%	1.4%	10.0	8.0	0.8%	-4.0%	-4.5%	i
CCOC(=O)CN1CC23C=CC(O2)C(C(=O)Nc2ccc(OC)cc2OC)C3C1=O (stereo not given)	2.6%	5.0%	-0.4%	6.0	2.0	9.4%	-5.7%	13.4%	i	PMK inhibit pilot replicates=1.0;MK inhibit pilot replicates=2.0;Spn DPM-DC inh pilot screen %=0.0
CCOc1cccc(OCCOCCN(C)Cc2ccccc2)c1	-11.5%	10.3%	-10.4%	10.0	13.0	6.7%	-2.5%	0.2%	i
COc1ccc2cc(CCNC(=O)c3c(-c4ccccc4Cl)noc3C)c(=O)[nH]c2c1	-6.2%	-4.1%	-3.7%	0.0	3.0	9.3%	10.1%	7.6%	i
O=C(Nc1nc2c(s1)CCCC2)C1CCCN1C(=O)c1cccs1 (stereo not given)	-11.5%	-5.4%	-0.9%	8.0	0.0	.	-9.2%	14.9%	i
N#Cc1ccc(C(c2nnnn2CCc2ccccc2)N2CCCCCC2)cc1 (stereo not given)	-5.7%	-17.9%	16.1%	4.0	17.0	10.9%	-2.1%	1.7%	i
C/C(NC1CCCCC1)=C(/C#N)C(=O)NCCN1CCOCC1	6.7%	10.5%	-0.2%	1.0	8.0	.	-0.5%	6.4%	i
Cc1ccc(N(CC(=O)NC2CCCCCC2)S(=O)(=O)c2c(C)nn(C)c2C)cc1	3.4%	2.2%	-9.3%	2.0	14.0	-3.8%	-6.0%	8.0%	i
O=C(NCc1ccccc1)NC1(C(=O)N2CCN(c3ncccn3)CC2)CCCCC1	4.5%	7.2%	-2.0%	9.0	16.0	.	-1.5%	1.3%	i
CC1CCN(C(=O)CN(C2CCCCC2)S(C)(=O)=O)CC1	-2.6%	1.7%	9.1%	12.0	0.0	2.4%	-2.4%	4.9%	i
O=C(NCc1ccccn1)c1ccc(N2CCCC2=O)cc1	-22.8%	-11.6%	-0.7%	0.0	4.0	.	-3.3%	3.9%	i
CSc1nc2c(c(=O)[nH]1)C(c1cccs1)C1=C(CCCC1=O)N2 (stereo not given)	0.6%	-3.1%	-16.9%	8.0	0.0	0.3%	-0.6%	4.3%	i
CCOC(=O)C1CCN(CC(O)COc2ccc(C(C)(C)C)cc2)CC1 (stereo not given)	35.0%	49.6%	-4.8%	8.0	7.0	-11.3%	1.4%	1.9%	i
CCN(CC)CCCN1C(=O)C(O)=C(C(=O)c2ccco2)C1c1ccc(OC(C)C)cc1 (stereo not given)	0.9%	-20.1%	4.7%	6.0	13.0	5.8%	-7.8%	9.0%	i
CCOC(=O)N1CCN(C(=O)CCSc2ccc(C)cc2)CC1	3.7%	-5.1%	-6.4%	2.0	8.0	-0.5%	-4.2%	9.7%	i
